Assay outcomes as filed in PubChem BioAssay.
L3MBTL1 block: inhibitors of human L3MBTL1 | Potency, µM (doses to about 57.1 µM), without a hit: at the top dose activity, negative = inhibition, usual class: inhibitors | 230,000 tested, 0.66% active | Q9Y468 | AlphaScreen L3MBTL1–H3K9me1 peptide binding | AID 485360; also: % is scaled to controls: 0 for no effect and ±100 for the full control effect; nearly all actives have a fitted effect of over 60% in size
Target sequence (Q9Y468 whole entry, looked up): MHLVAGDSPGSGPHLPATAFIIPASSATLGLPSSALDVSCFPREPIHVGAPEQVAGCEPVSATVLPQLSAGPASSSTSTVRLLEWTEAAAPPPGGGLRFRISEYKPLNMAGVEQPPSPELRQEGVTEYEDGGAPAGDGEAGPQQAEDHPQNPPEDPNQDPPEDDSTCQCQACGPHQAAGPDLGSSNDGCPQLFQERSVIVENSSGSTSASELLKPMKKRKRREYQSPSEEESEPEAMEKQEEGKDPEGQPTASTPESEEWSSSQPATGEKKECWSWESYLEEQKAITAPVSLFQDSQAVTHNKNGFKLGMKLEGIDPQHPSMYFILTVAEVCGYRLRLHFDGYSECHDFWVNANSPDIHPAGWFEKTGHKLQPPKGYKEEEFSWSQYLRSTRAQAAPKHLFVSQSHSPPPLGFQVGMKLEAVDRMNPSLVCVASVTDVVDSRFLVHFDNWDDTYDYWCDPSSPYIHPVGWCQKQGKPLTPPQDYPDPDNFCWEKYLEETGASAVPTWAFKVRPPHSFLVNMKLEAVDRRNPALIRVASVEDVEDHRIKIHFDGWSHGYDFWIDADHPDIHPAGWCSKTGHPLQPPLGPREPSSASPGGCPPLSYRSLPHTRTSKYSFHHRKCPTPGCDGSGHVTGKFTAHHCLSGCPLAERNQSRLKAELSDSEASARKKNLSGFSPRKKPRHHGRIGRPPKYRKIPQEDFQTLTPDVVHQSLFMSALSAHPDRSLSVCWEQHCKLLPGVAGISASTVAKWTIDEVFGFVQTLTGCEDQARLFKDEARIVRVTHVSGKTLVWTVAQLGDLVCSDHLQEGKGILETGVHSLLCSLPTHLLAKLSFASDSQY
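AlphaScreen assay: L3MBTL1 (50 nM final) was preincubated 30 min at room temperature with biotinylated H3(1-15)K9me1 peptide (75 nM final), then 30 min with library compounds; streptavidin donor and nickel chelate acceptor beads (10 ug/mL final) added, 30 min dark.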
HTT cytoprotect: protects HTT-Q103 PC12 cells, measured by ATP; PC12 HTT-Q103 induced, cytoprotection, ATP luminescence, 40 h; Potency, µM (highest dose often 56.4 µM), for inactives: cytoprotection (ATP increase), most hits filed as activators; 230,000 tested, 0.14% active; AID 1471;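 also: % of control where 0% means no effect; nearly all actives have a fitted effect of over 45% in size; toxic huntingtin expression switched on by the ecdysone agonist tebufenozide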
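Rat PC12, Q103 Htt exon1-GFP fusion, ecdysone promoter; tebufenozide inducer 100 nM final; compound titration; qHTS, 1500 cells/well; ATPlite luminescent read.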
TRb-SRC2 inh: inhibitors of human thyroid hormone receptor beta-SRC2 interaction; P10828; TRbeta-SRC2 peptide binding, fluorescence polarization; receptor liganded with 1 µM T3; Potency, µM (top dose mostly 106 µM), for inactives: top-dose activity change, negative = inhibition, usual class: inhibitors; 280,000 tested, 0.065% active; AID 1469;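 also: plate controls were bound peptide for no effect and peptide without receptor for full effect; nearly all actives have a fitted effect of over 50% in size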
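Quantitative HTS by FP: 0.6 uM TRb LBD, 20 nM labeled SRC2 20-mer, 1 uM T3, 5% DMSO; 5 hr ambient incubation; % activity per concentration and potencies from concentration series.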
RECQ1 helicase: RECQ1 (human) helicase inhibition | P46063 | RECQ1 DNA unwinding, red fluorescence kinetic read | Potency, µM (doses to about 57.3 µM), inactives show at the highest dose activity, negative = inhibition, hits mostly inhibitors | 240,000 tested, 0.54% active;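 also: plate controls were vehicle for no effect and no enzyme for full effect; nearly all actives have a fitted effect of over 30% in size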
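RECQ1T1 50 nM; forked duplex (20 bp + 30-nt ss tails) 200 nM, ATP 2 mM final; pH 8.0, 2 mM MgCl2, 2.5 ug/ml poly(dI-dC); 15 min compound preincubation; discontinuous kinetic read over 2 h at RT.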
Tau FP inhib: tau fibrillization inhibition (FP); P10636; K18 P301L tau heparin fibrillization, Alexa594 FP, 6 h; Potency, µM (top dose mostly 57.7 µM), without a hit: top-dose activity, negative = inhibition, actives largely listed as inhibitors; 280,000 tested, 0.39% active; AID 1468; also: % is scaled to controls: 0 for no effect and ±100 for the full control effect; nearly all actives have a fitted effect of over 55% in size
Target sequence (P10636 561-689 P618L limits assumed): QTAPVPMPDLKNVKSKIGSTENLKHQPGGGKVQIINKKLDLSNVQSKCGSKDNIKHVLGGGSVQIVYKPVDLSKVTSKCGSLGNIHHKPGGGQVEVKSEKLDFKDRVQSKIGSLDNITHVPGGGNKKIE
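Heparin (20 uM) drove fibril formation of recombinant tau K18 P301L, 15 uM unlabeled with 0.24 uM Alexa 594 label, for 6 hr at 37 C in 100 mM sodium acetate pH 7. Fluorescence polarization (555/632 nm) read 1 hr after 30 uM ThT.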
Tau fluor cs: counter-screen for tau fibril formation inhibitors. tau K18 P301L Alexa594 fluorescence, heparin fibrillization. Potency, µM (titrated, usually from 57.7 µM), without a hit: top-dose activity change, negative = decrease. 280,000 tested, 0.93% active; also: % is scaled to controls: 0 for no effect and ±100 for the full control effect; nearly all actives have a fitted effect of over 55% in size
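Human K18 P301L tau (15 uM unlabeled plus 0.24 uM Alexa 594-labeled, final) in 100 mM sodium acetate pH 7 was mixed with compound and 20 uM heparin and incubated 6 hr at 37 C.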
TexasRed fluor: counter-screen for TRb-SRC2 inhibitors: fluorescence interference. 280,000 tested, 0.29% active. AID 1479. Potency, µM (series often up to 106 µM), without a hit: top-dose fluorescence change, negative = quenching. TRb/SRC2 Texas Red total fluorescence interference; active = well fitted curve in either direction with a large enough effect; inconclusive = small, poorly fitted or top-dose-only effect; also: % is scaled to controls: 0 for no effect and ±100 for the full control effect
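Flags fluorescent or light-absorbing compounds by total fluorescence, S + 2P, at 555 nm excitation and 632 nm emission. Mixture: 20 nM Texas Red SRC2 peptide, 0.6 uM human TRb LBD, 1 uM T3, 5% DMSO; compound exposure 5 h at ambient temperature.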
Tau fibril ThT: blocks human tau fibril formation measured by thioflavin T; P10636; recombinant tau K18 P301L (four-repeat tau fragment), heparin-induced fibrillization, ThT fluorescence; Potency, µM (doses to about 57.4 µM), for the others: top-dose activity, negative = inhibition, hits mostly inhibitors; 270,000 tested, 2.1% active; AID 1460; also: % is scaled to controls: 0 for no effect and ±100 for the full control effect; nearly all actives have a fitted effect of over 55% in size
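In this qHTS, human K18 P301L tau is incubated with compound and heparin for 6 hr at 37 C, and Thioflavin T fluorescence then reports fibril load.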
Starred values were filed as active, the others as inactive; i = inactive; ? = inconclusive; · = not tested or not shown; [ ] = another dose, or the depositor's remark. Unless noted, calls follow the shape of the dose curve; as a rule, active = well fitted curve in the direction sought with a large enough effect; inconclusive = small, poorly fitted or top-dose-only effect, or another doubt; inactive = no such curve, though single readings can be large; an effect the other way counts as inactive or inconclusive. Potency is read from the fitted curve at half-maximal effect.

SMILES | L3MBTL1 block | HTT cytoprotect | TRb-SRC2 inh | RECQ1 helicase | Tau FP inhib | Tau fluor cs | TexasRed fluor | Tau fibril ThT
CCC(C)NC(=O)N1c2ccccc2Sc2ccccc21 (configuration not stated) | -9% | 1%[10 µM] | 1% | -18% | 13% | -18% | -1% | ?
COc1cc(C(=O)NCC(=O)OCc2cc(=O)oc3c(C)c(C)ccc23)cc(OC)c1OC | · | -15% | -4% | i | 0% | -16% | -3% | -13%
CC(=O)Nc1cccc(-n2nnc(SCC(=O)Nc3ccc(F)c(Cl)c3)n2)c1 | 8% | -14%[10 µM] | -4% | -11% | ? | -21% | 2% | 6%
CCC(=NC(CC)CO)C1=C(O)CC(C)(C)CC1=O (configuration not stated) | 4% | -1% | -7% | -8% | -6% | -7% | 1% | -6%
Oc1ccc(/C=N/NC(=S)NCc2ccco2)cc1 | -7% | -12% | -9% | -11% | 2% | -14% | -3% | -16%
CCN(CC)c1ccc(/C=N/Nc2nc3ccccc3[nH]2)cc1 | ? | -4%[10 µM] | -9% | -6% | ? | 7.9µM*[quencher] | -4% | 3.2µM*
COc1ccc(N(C)C(=O)c2cc3c(Cl)nc4ccccc4c3s2)cc1 | -10% | 11%[10 µM] | -18% | -5% | -12% | -21% | 0% | -13%
COc1ccc(-c2nc3sc(CCNC(=O)Cc4ccccc4)c(C)n3n2)cc1 | · | · | 2% | · | -14% | -6% | -3% | -7%
CCn1cc(C2=NOC(C(=O)Nc3ccc4c(c3)OCO4)C2)c(C)n1 (configuration not stated) | -5% | -4% | -16% | i | -7% | -13% | 2% | -13%
CCN(CC)C(=O)c1c(NC(=O)c2ccccc2F)sc2c1CCC(C(C)(C)C)C2 (configuration not stated) | · | · | 9% | · | -2% | -25% | 0% | ?
O=C(O)CC(NC(=O)C(c1ccccc1)c1ccccc1)c1cccc([N+](=O)[O-])c1 (configuration not stated) | 5% | -3%[10 µM] | -1% | -1% | -1% | -15% | -1% | -12%
COc1ccccc1NC(=O)c1ccc(SCC(=O)NCc2ccccc2Cl)c([N+](=O)[O-])c1 | -9% | -17%[10 µM] | 1% | -9% | ? | ? | ? | -10%
COc1ccc(N(C(=O)Cn2nnc3ccccc32)C(C(=O)NCc2ccco2)c2ccc(C)o2)cc1 (configuration not stated) | -17% | -13% | 6% | -19% | -6% | -3% | 2% | -9%
C/C(=N/NC(=O)C(C)n1nc(C)c([N+](=O)[O-])c1C)c1ccc(OCC(N)=O)cc1 (configuration not stated) | · | 21%[10 µM] | -2% | -1% | 3% | -4% | 0% | ·
CCCCC(=O)Nc1sc2c(c1C(N)=O)CCC2 | 2% | 1%[10 µM] | 3% | -1% | 3% | -4% | 0% | -9%
CCN(CC)C(=O)CSc1nc2ccccc2c(=O)n1-c1ccccc1OC | 2% | 3% | 3% | -7% | 0% | -13% | -2% | -13%
CCNC(=O)COC(=O)c1cccc(Br)c1 | · | -4%[10 µM] | 3% | i | 4% | -1% | -3% | -5%
O=c1cc(N2CCCCC2)c(-c2ccccc2)nn1Cc1ccccc1Cl | -10% | -83%[inhibitor] | 5% | -17% | 8% | 5% | 2% | -12%
CNC(=S)N1CCc2cc(OC)c(OC)cc2C1COc1ccc(F)cc1 (configuration not stated) | · | -45%[inhibitor] | 2% | i | -1% | -15% | -2% | 0%
O=C(Nc1ccccc1N1CCN(c2ccc(F)cc2)CC1)C1CCCCC1 | 1% | -14%[10 µM] | -7% | i | 0% | -7% | 0% | -8%
CC(C)c1nn2c(=O)cc(COC(=O)c3ccccc3NC(=O)COc3ccccc3)nc2s1 | · | · | -6% | · | 5% | -1% | -1% | -1%
O=C1/C(=C/c2ccccc2O)SC(=S)N1Cc1cccnc1 | 7% | -28%[10 µM] | 6% | 6% | -15% | -10% | -1% | ?
O=C(Nc1ncc(Cc2cccc(C(F)(F)F)c2)s1)c1ccc(-c2cccc([N+](=O)[O-])c2)o1 | ? | 19%[10 µM] | 3% | -5% | -3% | ? | -4% | ?
COc1ccc(OC)c(NC(=O)CSc2nnc(CNc3ccc(F)cc3)o2)c1 | -4% | -1% | -1% | -8% | 5% | -10% | 2% | -4%
O=C(NCCN1CCOCC1)c1cccc(Cl)c1 | 0% | -12% | -1% | i | 3% | 1% | 1% | -2%
Cc1cc(COc2ccccc2OCc2cc(C)no2)on1 | 12% | -2%[10 µM] | -5% | -4% | -5% | 6% | -6% | 11%
O=C(CCn1cnc2onc(-c3ccc(F)cc3)c2c1=O)N1CCN(c2ccc(F)cc2)CC1 | · | · | -2% | · | 5% | ? | 1% | -16%
CCCCNC(=O)Nc1ccccc1Br | 11% | · | 4% | -2% | 3% | 0% | -2% | -3%
CC1CCC(NC(=O)c2cc3c(=O)n(C)c4ccccc4c3n2C)CC1 (configuration not stated) | · | -12% | -10% | -6% | 5% | -9% | -2% | -11%
CCc1ccc(C(=O)c2cn(CC(=O)Nc3cc(OC)ccc3OC)c3ccc(Cl)cc3c2=O)cc1 | · | · | 6% | · | -10% | -13% | 0% | 2%
CCCCN1C(=O)CC(C(=O)OCC)=C1C | · | 24%[10 µM] | -9% | i | 11% | 7% | -7% | 1%
Cc1ccc(NS(=O)(=O)c2cc(C(N)=O)ccc2C)cc1 | · | 0% | 4% | 3% | 1% | -5% | -2% | 3%
CCn1c2ccccc2c2cc(CN3CCN(Cc4cc(OC)ccc4O)CC3)ccc21 | -28% | · | 14% | -5% | 15% | ? | -1% | -13%
O=C(Nc1ccc(N2CCN(C(=O)c3ccco3)CC2)cc1)c1cccc(F)c1 | -9% | -24% | 1% | -9% | -3% | -9% | 2% | -16%
OC1OC[C@@H](O)[C@H](O)[C@H]1O (some centres not stated) | 9% | · | -1% | -20% | · | · | 1% | ·
COc1ccc(CN(CC(=O)NCC2CCCO2)C(=O)CCC(=O)Nc2cc(C)ccn2)cc1 (configuration not stated) | -1% | 2% | -2% | -1% | 4% | -2% | -4% | -14%
CCOC(=O)N/N=C(\C)c1ccc(Br)cc1 | · | -31% | 4% | -5% | 2% | -1% | -2% | 1%
Cc1ccc(-c2cc(C(F)(F)F)n3nc(C(=O)Nc4c(C)n(C)n(-c5ccccc5)c4=O)cc3n2)cc1 | · | 13% | 3% | 11% | 5% | -4% | -1% | -20%
CC(CC(=O)O)n1nnc2ccccc21 (configuration not stated) | · | -10%[10 µM] | -7% | -4% | · | · | -2% | ·
Cc1nc(-c2ccc(Cl)cc2)sc1C1(C)CC(c2cccnc2)=NO1 (configuration not stated) | · | -7%[10 µM] | -3% | -11% | 6% | 2% | -1% | -14%
CCNC(=O)CN(c1ccc(C)cc1)S(=O)(=O)c1ccc(SC)cc1 | -2% | 25%[10 µM] | -15% | -4% | -5% | -9% | -1% | -10%
O=[N+]([O-])c1cccc(Cl)c1NCCNS(=O)(=O)c1ccc(Cl)cc1 | ? | 20%[10 µM] | -1% | -3% | 15% | -29% | -1% | ?
CCc1ccc(N(CC(=O)Nc2ccccc2C(=O)N2CCOCC2)S(C)(=O)=O)cc1 | 8% | -9%[10 µM] | -7%[53 µM] | -4% | 6% | 17% | 0%[53 µM] | 12%
CC1CCCCC1NC1=NCCS1 (configuration not stated) | · | 13% | 2% | -2% | -1% | -1% | 4% | 6%
C1=C(CCNc2nnnn2-c2ccccc2)CCCC1 | 1% | -40%[inhibitor] | 3% | i | -4% | -1% | -5% | 4%
COc1ccccc1NC(=O)C1(C)Cc2ccccc2C(=O)O1 (configuration not stated) | -1% | 7%[10 µM] | -4% | -14% | -5% | 2% | -2% | -3%
CCOC(=O)N1CCN(C(=O)c2ccc(CS(=O)(=O)c3ccc(OC)cc3)o2)CC1 | 6% | 4%[10 µM] | -4% | i | 5% | 4% | -3% | -6%

Structures above that contain a Cl atom:
SMILES | L3MBTL1 block | HTT cytoprotect | TRb-SRC2 inh | RECQ1 helicase | Tau FP inhib | Tau fluor cs | TexasRed fluor | Tau fibril ThT
CC(=O)Nc1cccc(-n2nnc(SCC(=O)Nc3ccc(F)c(Cl)c3)n2)c1 | 8% | -14%[10 µM] | -4% | -11% | ? | -21% | 2% | 6%
COc1ccc(N(C)C(=O)c2cc3c(Cl)nc4ccccc4c3s2)cc1 | -10% | 11%[10 µM] | -18% | -5% | -12% | -21% | 0% | -13%
COc1ccccc1NC(=O)c1ccc(SCC(=O)NCc2ccccc2Cl)c([N+](=O)[O-])c1 | -9% | -17%[10 µM] | 1% | -9% | ? | ? | ? | -10%
O=c1cc(N2CCCCC2)c(-c2ccccc2)nn1Cc1ccccc1Cl | -10% | -83%[inhibitor] | 5% | -17% | 8% | 5% | 2% | -12%
O=C(NCCN1CCOCC1)c1cccc(Cl)c1 | 0% | -12% | -1% | i | 3% | 1% | 1% | -2%
CCc1ccc(C(=O)c2cn(CC(=O)Nc3cc(OC)ccc3OC)c3ccc(Cl)cc3c2=O)cc1 | · | · | 6% | · | -10% | -13% | 0% | 2%
Cc1nc(-c2ccc(Cl)cc2)sc1C1(C)CC(c2cccnc2)=NO1 (configuration not stated) | · | -7%[10 µM] | -3% | -11% | 6% | 2% | -1% | -14%
O=[N+]([O-])c1cccc(Cl)c1NCCNS(=O)(=O)c1ccc(Cl)cc1 | ? | 20%[10 µM] | -1% | -3% | 15% | -29% | -1% | ?

An excerpt; rates above refer to the full screens.
